M5 ag – CHRM5 agonism in calcium assay; activation, % at 3 µM; CHO-K1 hM5 cells, Fluo-8 calcium fluorescence; 0% DMSO wells, 100% maximal acetylcholine response; actives 0.19% (n = 360,000); AID 624037;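 active = activation above the run's mean over test compounds plus 3 SD, cut at about 23% in these data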;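 also: signal is peak over basal fluorescence ratio across the kinetic read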
Target sequence (P08912 whole entry, looked up): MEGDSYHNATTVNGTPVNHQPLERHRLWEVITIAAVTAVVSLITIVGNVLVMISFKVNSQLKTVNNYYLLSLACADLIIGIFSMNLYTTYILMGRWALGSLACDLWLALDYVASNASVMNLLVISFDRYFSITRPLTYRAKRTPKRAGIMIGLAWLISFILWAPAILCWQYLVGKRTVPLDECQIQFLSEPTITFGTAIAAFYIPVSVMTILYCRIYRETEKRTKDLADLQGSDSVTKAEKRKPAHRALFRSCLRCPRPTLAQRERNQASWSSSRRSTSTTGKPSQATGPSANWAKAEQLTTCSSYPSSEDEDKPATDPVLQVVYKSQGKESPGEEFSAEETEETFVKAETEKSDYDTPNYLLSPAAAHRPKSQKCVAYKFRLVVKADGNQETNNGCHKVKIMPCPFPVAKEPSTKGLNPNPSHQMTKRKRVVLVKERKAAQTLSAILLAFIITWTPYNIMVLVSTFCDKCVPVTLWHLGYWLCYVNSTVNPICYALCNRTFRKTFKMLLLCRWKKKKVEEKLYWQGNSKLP
CHRM4 agonist – CHRM4 agonism in calcium assay | P08173 | actives 0.14% (n = 360,000) | CHO-K1 hM4/Gqi5, Fluo-8 calcium fluorescence; vehicle 0%, full acetylcholine response 100% | activation, % at 3 µM;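 active = activation above the run mean over all test wells plus 3 SD, cut at about 32% in these data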;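 also: peak over basal fluorescence ratio per well then scaled between controls; 0% = DMSO wells and 100% = acetylcholine at EC100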
Target sequence (P08173 whole entry, looked up): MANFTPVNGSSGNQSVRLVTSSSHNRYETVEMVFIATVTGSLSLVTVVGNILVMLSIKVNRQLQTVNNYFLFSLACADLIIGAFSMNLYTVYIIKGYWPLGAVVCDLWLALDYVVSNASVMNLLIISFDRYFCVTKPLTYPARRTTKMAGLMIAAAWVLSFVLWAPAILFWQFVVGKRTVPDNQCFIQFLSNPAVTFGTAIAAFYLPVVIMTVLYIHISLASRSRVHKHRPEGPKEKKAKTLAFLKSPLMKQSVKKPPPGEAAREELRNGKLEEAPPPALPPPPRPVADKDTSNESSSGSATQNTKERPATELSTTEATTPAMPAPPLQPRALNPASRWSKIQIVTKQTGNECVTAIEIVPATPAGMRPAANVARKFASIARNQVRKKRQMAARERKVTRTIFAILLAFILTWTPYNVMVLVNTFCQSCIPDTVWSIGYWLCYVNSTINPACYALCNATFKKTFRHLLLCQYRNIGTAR
CHO-K1 Ca antag – nonselective inhibitor or artifact in parental CHO-K1 cells; actives 0.6% (n = 360,000); ATP-induced calcium, Fluo-8 fluorescence; AID 602250; inhibition, % at 3 µM;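 active = inhibition above a per-plate cutoff, the plate's mean sample inhibition plus 3 SD, cut at about 24% in these data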;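 also: 0% = DMSO plus EC80 ATP and 100% = DMSO alone without ATP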
CHO-K1 Ca ag – nonselective activator or artifact in parental CHO-K1 cells | actives 0.48% (n = 360,000) | activation, % at 3 µM | Fluo-8 calcium fluorescence; scaled to maximal ATP response, vehicle zero; in the data active = activation above about 15%;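 also: untransfected CHO-K1 host cells lacking M1 receptor as counterscreen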
M1 PAM parental – counter-screen for M1 PAMs: effect in parental CHO-K1 cells. ATP EC20, Fluo-8 calcium fluorescence; 0% at ATP EC20, 100% at ATP max. activation, % at 3 µM. actives 0.02% (n = 360,000);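 active = activation above the run cutoff, the mean activation of all test compounds plus 3 SD, cut at about 40% in these data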;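 also: peak over basal fluorescence ratio in a 140 s read after ATP addition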
CHRM4 antagonist – CHRM4 antagonism in calcium assay; CHO-hM4 cells, ACh EC80, Fluo-8 calcium fluorescence; inhibition, % at 3 µM; actives 0.73% (n = 360,000); AID 624125;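 active = inhibition above its plate's cutoff, the mean inhibition of sample wells plus 3 SD, cut at about 27% in these data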;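 also: 0% = acetylcholine EC80 with DMSO and 100% = DMSO without agonist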
M5 PAM – CHRM5 positive allosteric modulation; P08912; CHO-K1 hM5, Fluo-8 calcium, ACh EC20 PAM; 0% = ACh EC20, 100% = ACh EC100; activation, % at 3 µM; actives 0.3% (n = 360,000);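 active = activation above the run cutoff, the mean activation of all test compounds plus 3 SD, cut at about 18% in these data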
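Replicates: One well per compound, no replicates | System: Human M5 receptor in CHO-K1 cells | Benchmarks: Low control EC20 acetylcholine (0%), high control EC100 acetylcholine (100%) | Probe or stimulus: Acetylcholine, EC20 level | Times: Fluo-8 loading 80 min at 37 °C plus 30 min room temperature | Signal: Intracellular calcium via Fluo-8 fluorescence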
CHRM5 antagonist – antagonists of human muscarinic M5 receptor (CHRM5); P08912; CHO-hM5 cells, Fluo-8 calcium fluorescence, ACh EC80; inhibition, % at 3 µM; actives 0.59% (n = 360,000);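 active = inhibition above a per-plate cutoff, the mean of that plate's test compounds plus 3 SD, cut at about 27% in these data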;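 also: 0% = acetylcholine EC80 with DMSO and 100% = DMSO without agonist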
M4 PAM – CHRM4 positive allosteric modulation. activation, % at 3 µM. AID 624126. P08173. CHO-K1 hM4/Gqi5, Fluo-8 calcium fluorescence, ACh EC20; 0% = ACh EC20, 100% = maximal ACh. actives 0.4% (n = 360,000);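 active = activation above its plate's cutoff, the mean activation of sample wells plus 3 SD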; also: some results filed as inactive read as strong as hits
* = called active by the depositor.

SMILES	M5 ag	CHRM4 agonist	CHO-K1 Ca antag	CHO-K1 Ca ag	M1 PAM parental	CHRM4 antagonist	M5 PAM	CHRM5 antagonist	M4 PAM
Cc1cccc(NC(=S)NC(=O)c2ccco2)n1	0	0	-7	0.3	2	-2	-2	-2	-3
CSCCC(NS(=O)(=O)c1ccc(Cl)cc1)C(=O)O (configuration not stated)	-3	1	-15	0.9	3	-13	5	0	9
COc1cc(C)c(C(=O)Oc2cc(C)c(C(=O)O)c(O)c2C)c(O)c1C	-4	-1	-9	-0.5	5	-1	-19	4	-4
CC(NS(=O)(=O)c1ccc(N)cc1)C1CC2CCC1C2 (configuration not stated)	-2	3	-23	6.7	17	-9	-4	0	7
COc1ccc(Cl)cc1C(=O)NNC(=O)CNC(=O)c1ccc(C)s1	-5	1	-1	-0.4	-8	-4	6	16	3
COC(=O)c1cc(CNC(=O)CCCSc2ccccc2)ccc1OC	-2	0	-10	1.2	-11	1	-6	6	0
CCc1n[nH]c(=S)n1/N=C/c1c(C)nn(-c2ccccc2)c1Cl	-1	1	-2	-0.2	-10	2	-3	3	3
Cc1ccc(CNS(=O)(=O)c2ccc([N+](=O)[O-])cc2)cc1	1	0	-6	0.1	15	0	-3	2	-1
Cc1ccc(/C=N/NC(=O)Cc2ccc(Cl)cc2)s1	-1	2	-10	0.5	10	0	-1	9	-3
Cc1ccc(CS(=O)(=O)c2nsc(C)c2C#N)cc1	-8	0	7	0.1	12	1	1	2	-2
COc1cccc(CNC(=O)CCC2CCCN(C(=O)c3csc(C(C)C)n3)C2)c1 (configuration not stated)	3	1	-4	0.5	3	9	2	5	-4
CCOC(=O)C1CCCN(C(=O)c2cn(-c3ccccc3)nc2-c2cccnc2)C1 (configuration not stated)	-4	7	4	0.9	23	-10	-5	-3	-2
CN(CCCn1ccc(NC(=O)OCc2ccccc2)nc1=O)Cc1ccco1	-1	0	4	0.8	1	3	0	1	-2
O=C(O)C1CC=CCC1C(=O)Nc1cccnc1 (configuration not stated)	0	1	8	-0.3	-3	-3	4	-5	15
Cn1c(C(=O)NCc2cccnc2)cc2sccc21	0	0	-4	0.6	9	-5	-5	14	-1
COc1ccc(-c2cc(C(F)(F)F)n3nc(C(=O)Nc4cc(C)on4)cc3n2)cc1OC	12	1	-2	0.1	1	21	8	-4	15
Cc1ccc(S(=O)(=O)N(C)CC(=O)OCC(=O)NCCc2ccc(S(N)(=O)=O)cc2)cc1	-4	0	-13	0.7	20	-4	8	10	7
CC(=O)N1CCC2(CC1)CC(=O)c1cc(Cl)ccc1O2	-1	1	-17	1.6	16	-2	3	9	6
O=C(O)COc1ccccc1/C=N/NC(=O)c1cc(-c2ccc(Cl)cc2)nc2ccccc12	0	0	-2	0.4	5	0	2	-2	-11
O=C(NNS(=O)(=O)c1ccc(F)cc1)c1ccc([N+](=O)[O-])cc1Cl	0	0	1	-0.2	5	-9	7	-4	2
N#C/C(=C/c1ccc(F)cc1)c1nnc(NC(=O)c2ccccc2)s1	4	0	2	0.2	-3	-2	-8	5	-13
N/C(=N\OC(=O)c1ccc(Cl)cc1)c1[nH]ncc1Br	0	0	-1	-0.1	12	2	0	17	-2
Cc1cnc(NS(=O)(=O)c2ccc(N)cc2)nc1-c1ccccc1O	-3	-1	2	-0.4	4	0	0	11	0
CCOC(=O)N1CCN(C(=O)c2ccc(OC(C)=O)cc2)CC1	-3	1	1	1.9	-3	11	0	5	11
O=C(COc1cccc(NC(=O)c2cccc([N+](=O)[O-])c2)c1)c1ccc(F)cc1	2	17	4	4.7	3	9	-21	17	-11

Looked up by structure from above (4):
SMILES	M5 ag	CHRM4 agonist	CHO-K1 Ca antag	CHO-K1 Ca ag	M1 PAM parental	CHRM4 antagonist	M5 PAM	CHRM5 antagonist	M4 PAM
CC(NS(=O)(=O)c1ccc(N)cc1)C1CC2CCC1C2 (configuration not stated)	-2	3	-23	6.7	17	-9	-4	0	7
N#C/C(=C/c1ccc(F)cc1)c1nnc(NC(=O)c2ccccc2)s1	4	0	2	0.2	-3	-2	-8	5	-13
O=C(NNS(=O)(=O)c1ccc(F)cc1)c1ccc([N+](=O)[O-])cc1Cl	0	0	1	-0.2	5	-9	7	-4	2
CN(CCCn1ccc(NC(=O)OCc2ccccc2)nc1=O)Cc1ccco1	-1	0	4	0.8	1	3	0	1	-2

More entries follow:
SMILES	M5 ag	CHRM4 agonist	CHO-K1 Ca antag	CHO-K1 Ca ag	M1 PAM parental	CHRM4 antagonist	M5 PAM	CHRM5 antagonist	M4 PAM
CC(OC(=O)c1ccc(-n2cnnn2)cc1)C(=O)NCc1ccccc1 (configuration not stated)	2	0	-1	0.7	1	-8	-6	6	0
CCOc1ccccc1NC(=O)NCCC1=CCCCC1	-6	-1	-10	1.7	21	-9	0	4	-5
O=C1NC(=O)/C(=C/c2ccccc2OCc2ccccc2)S1	1	0	-6	0.7	5	-2	3	0	0
O=[N+]([O-])c1ccc(N2N=C(c3ccco3)CC2c2ccccc2)cc1 (configuration not stated)	-4	4	5	4.0	10	21	-12	17	-14
CCOc1ccc2nc(N3CCCCCC3)sc2c1	-1	1	-16	0.2	12	-3	-2	-6	10
COc1ccc(NC(=O)Cn2nnc(C(=O)NCc3cccs3)c2N)c(OC)c1	1	2	-5	0.3	10	-9	9	-14	10
Cc1cc(Br)ccc1NC(=O)CN(C)C(=O)c1cc(S(=O)(=O)N(C)C)ccc1N1CCCC1	0	5	-4	1.2	-6	2	-3	2	-4
O=C(c1cccs1)N1CCN(c2ncc(Br)cn2)CC1	-2	1	5	0.4	-4	1	-7	18	-3
C/C(=C\C(=O)OCC(=O)NCc1ccccc1)C(=O)OCC(=O)NCc1ccccc1	-1	2	-19	1.2	31	-22	2	-2	6
CCOC(=O)N1CCN(c2ncnc3nc[nH]c23)CC1	0	-1	3	-0.3	20	-11	-3	-1	8
CCOC(=O)C1CCCN(Cc2c(F)cccc2Cl)C1 (configuration not stated)	-4	-1	-9	0.2	13	-2	-1	-4	4
CCc1ccc(OCCNC(=O)c2cc(SC)ccc2Cl)cc1	-2	-2	-5	-0.1	10	2	-6	-1	3
CC1(C)CC(C(CC(=O)O)c2ccccc2)CCO1 (configuration not stated)	1	0	-15	0.4	-7	-8	-5	1	-6
Cc1ccc(S(=O)(=O)N2CCCCC2)cc1NC(=O)C1CCN(C(=O)OC(C)(C)C)CC1	0	3	-2	3.2	4	4	-3	-1	-5
COC(=O)C(CSCc1ccccc1)NC(=O)CCNC(=O)OCc1ccccc1 (configuration not stated)	1	2	-4	2.0	11	-1	-1	-7	2
O=C(Nc1ccc(NC(=O)c2cccc([N+](=O)[O-])c2)cc1)c1cccc([N+](=O)[O-])c1	1	0	13	-0.2	5	-2	-9	0	-1
Cc1ccc(CN2CCC[C@]3(N[C@H](c4ccc(C)cc4)[C@@H]4C(=O)N(Cc5ccccc5)C(=O)[C@@H]43)C2=O)cc1	-2	8	-8	1.7	11	-21	-4	6	4
C[C@@H]1CN([C@@H](C)CO)S(=O)(=O)c2ccc(Br)cc2O[C@@H]1CN(C)C(=O)c1ccncc1	2	0	-1	0.0	-4	-6	-2	4	0
CCC(=O)NC(=S)NNC(=O)c1ccccc1[N+](=O)[O-]	3	0	-12	0.0	6	6	3	7	0
COc1cccc(NC(=O)CN2C(=O)NC(Cc3c[nH]c4ccccc34)C2=O)c1 (configuration not stated)	-2	1	-5	-0.1	6	-4	0	13	10
CN(CC(=O)Nc1c(Cl)cccc1Cl)C(=O)c1ccncc1	-7	1	-4	1.1	12	2	-4	8	0
N/C(=N\OC(=O)CCC1CCCC1)c1ccc([N+](=O)[O-])cc1	-3	0	1	0.4	12	0	-10	-2	0
Oc1ccc(N2CCN(C(=S)NCc3ccccc3)CC2)cc1	4	19	5	6.9	5	1	-12	14	-10
CCCCC(NC(=O)c1ccc(C#N)cc1)C(=O)NCCC (configuration not stated)	1	6	-6	-0.1	9	-1	5	5	14
O=C(C1CC(=O)N(c2ccccc2)C1)N1CCN(c2ccccc2F)CC1 (configuration not stated)	1	3	-10	1.5	7	-3	-1	-4	-3
SMILES	M5 ag	CHRM4 agonist	CHO-K1 Ca antag	CHO-K1 Ca ag	M1 PAM parental	CHRM4 antagonist	M5 PAM	CHRM5 antagonist	M4 PAM
COc1cc(OC)c(C(=O)O/N=C(\N)c2ccc(C)cc2)cc1OC	-7	-1	-11	0.1	0	-9	-2	4	7
CCOc1ccc(N/N=C(/C#N)C(N)=O)cc1	2	0	-17	-0.3	17	-12	7	-8	5
CCC(=O)c1ccc(OCCn2cncn2)cc1	-2	1	-8	0.9	18	-2	1	-9	0
O=C(CN1C(=O)C2C3CC(C(Br)C3Br)C2C1=O)Nc1ccc(C(=O)O)cc1 (configuration not stated)	-2	1	-10	0.8	7	2	6	7	10
CCOCCCNC(=O)C1CCN(Cc2cccc(OCc3ccccc3)c2)CC1	-10	-1	-11	-0.7	12	-5	0	-5	-9
O=C1NC2(CCCCC2)C(=O)N1/N=C/c1ccc(O)cc1O	-3	0	7	0.3	8	3	-5	0	1
COc1cccc(C(=O)NCCS(=O)(=O)N2CCCC(C)C2)c1 (configuration not stated)	1	0	3	0.4	-1	8	-4	1	-5
CC(C)(C)c1nnc(NC(=O)C2c3ccccc3Oc3ccccc32)s1	10	2	-19	3.2	28	-5	11	2	20
CC(=O)Nc1sc2c(c1C(c1ccc(F)cc1)N1CCOCC1)CCCC2 (configuration not stated)	-14	-2	4	0.3	8	-2	-3	-6	-8
CCCCCCCCN1C(=O)[C@H](CC(=O)NCc2ccccc2)C[C@@]2(C(=O)OCC)CCCC=C12	-1	0	-18	1.0	18	-3	-8	-4	1
CC(=O)Nc1ccc(S(=O)(=O)N2CCN(CC3CC4C=CC3C4)CC2)cc1 (configuration not stated)	0	5	-5	2.6	0	0	-6	12	-1
COc1ccc(OC)c(NC(=O)CSc2nnc(NC(=O)c3ccco3)s2)c1	-2	-1	10	-0.2	2	9	1	1	3
COc1ccc(NS(=O)(=O)c2c(C)n(C)c(=O)n(C)c2=O)cc1OC	1	1	13	3.8	6	-3	-3	-3	1
C=CCn1c(-c2csc3ccccc23)n[nH]c1=S	-3	-1	-27	-0.6	11	9	-4	1	2
Cc1ccc(CNC(=O)CCn2cc(-c3ccc(F)cc3)nc2-c2ccncc2)cc1	-1	1	-3	-0.4	2	2	-2	11	0
CCOC(=O)C1=C(c2ccccc2)N=c2s/c(=C\c3cccc(O)c3)c(=O)n2C1c1cccs1 (configuration not stated)	0	5	-16	2.2	16	3	-13	13	1
CCN(CC)S(=O)(=O)c1cc(NC(=O)CCn2[nH]c(=O)ccc2=O)ccc1C	0	1	1	-0.6	-16	-11	2	0	14
O=S(=O)(Cc1ccc(Cl)cc1)c1ccccc1-c1nnc(-c2ccc(Cl)cc2)o1	-4	0	17	2.7	-5	5	-1	4	-3
COC(=O)c1ccncc1C(=O)Nc1ccc(Oc2ncc(C(F)(F)F)cc2Cl)cc1	-2	1	-9	0.7	-7	-4	-2	8	-4
COCCNC(=O)C1CCCN(Cc2ccc(-c3ccccc3)cc2)CC1 (configuration not stated)	-1	3	-12	1.4	18	7	-1	6	-8
O=S(=O)(Cc1ccccc1)c1cnc2ccccc2n1	-2	2	-2	0.9	12	-4	0	-2	4
Cc1c(NC(=O)CSc2nnnn2-c2ccc(O)cc2)c(=O)n(-c2ccccc2)n1C	-1	0	0	0.0	4	16	-8	16	-10
Cc1ccc(Nc2nc(C(=O)NCC3CCCO3)cs2)cc1 (configuration not stated)	1	1	-19	2.1	11	-1	9	1	-1

No enrichment for hits; any-hit rate near 2.7%.
